EPAC1 antag = antagonists of human EPAC1; EPAC1 GEF assay, Rap1b-BODIPY-GDP exchange fluorescence; Potency, µM (series often up to 115 µM), inactives show at the top dose activity change, negative = inhibition, actives largely listed as inhibitors; 360,000 compounds, 0.14% hits;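 note: plate controls were vehicle for no effect and positive control for full effect; nearly all actives have a fitted effect of over 50% in size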
EPAC2 ag = agonists of human EPAC2 (RAPGEF4). EPAC2 activation, biochemical qHTS; response scale: 100% = 6.5 mM cAMP response. Potency, µM (doses to about 154 µM), inactives show at the top dose activation, usual class: activators. 360,000 compounds, 0.079% hits. AID 720711; note: nearly all actives have a fitted effect of over 50% in size
Target sequence (Q8WZA2 whole entry, looked up): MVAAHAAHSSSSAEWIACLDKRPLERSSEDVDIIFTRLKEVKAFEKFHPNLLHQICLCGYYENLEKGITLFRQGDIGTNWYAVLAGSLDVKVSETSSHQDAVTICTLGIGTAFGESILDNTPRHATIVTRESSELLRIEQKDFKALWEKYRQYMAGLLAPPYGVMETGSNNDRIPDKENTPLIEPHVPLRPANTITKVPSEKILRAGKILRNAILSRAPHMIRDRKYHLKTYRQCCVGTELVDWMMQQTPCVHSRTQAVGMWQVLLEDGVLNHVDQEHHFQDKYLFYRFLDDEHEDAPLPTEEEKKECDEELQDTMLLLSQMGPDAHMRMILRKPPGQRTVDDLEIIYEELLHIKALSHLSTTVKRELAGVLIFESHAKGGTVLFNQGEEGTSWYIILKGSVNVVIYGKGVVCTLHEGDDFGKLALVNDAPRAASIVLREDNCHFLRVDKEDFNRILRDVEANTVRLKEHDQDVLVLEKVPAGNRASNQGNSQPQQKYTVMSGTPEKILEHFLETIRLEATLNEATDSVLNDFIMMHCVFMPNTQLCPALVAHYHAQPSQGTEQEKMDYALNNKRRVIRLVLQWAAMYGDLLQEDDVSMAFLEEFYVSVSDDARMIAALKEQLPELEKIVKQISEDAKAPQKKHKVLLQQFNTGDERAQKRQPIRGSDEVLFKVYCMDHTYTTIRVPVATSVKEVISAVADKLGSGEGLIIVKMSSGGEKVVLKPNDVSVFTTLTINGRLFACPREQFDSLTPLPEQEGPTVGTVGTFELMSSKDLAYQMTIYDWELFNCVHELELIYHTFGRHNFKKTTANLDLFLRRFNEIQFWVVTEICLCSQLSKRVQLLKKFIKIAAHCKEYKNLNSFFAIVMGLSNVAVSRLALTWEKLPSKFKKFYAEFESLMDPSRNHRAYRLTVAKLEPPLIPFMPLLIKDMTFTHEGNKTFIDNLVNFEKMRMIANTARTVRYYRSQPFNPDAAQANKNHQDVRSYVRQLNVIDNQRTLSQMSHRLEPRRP
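EPAC2 (100 nM) mixed with Rap1B loaded with BODIPY-GDP (250 nM) plus 50 uM unlabeled GDP; compounds pinned in, 5 min RT, then read every 5 min for 30 min (ex 480, em 540 nm). Normalized to cAMP control.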
PTHR1 agonist = agonists of human PTHR1 parathyroid hormone receptor | HEK293 GP2 PTHR1 cells, GloSensor cAMP luminescence, 1 h | Potency, µM (highest dose often 115 µM), inactives show top-dose activation, actives largely listed as activators | 410,000 compounds, 0.075% hits | AID 743266; note: nearly all actives have a fitted effect of over 55% in size; some results filed as inactive show a strong effect at the top dose; inactives centre near -15; many of its hits are not listed in these tables
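HEK-293-derived GP2 cells expressing PTHR1 and a GloSensor cAMP reporter, 3,000/well, plated overnight, given luciferin plus IBMX (each 0.5 mM as added) for 1 h at 37 °C, then compound for 1 h at 37 °C. Luminescence was read after 15 min at room temperature.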
FUS yeast rescue = rescues growth of FUS-expressing yeast | S. cerevisiae FUS-expressing, growth rescue, OD600, 24 h | Potency, µM (doses to about 76.6 µM), for inactives: top-dose growth rescue (activation), actives largely listed as activators | 390,000 compounds, 0.24% hits;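 note: plate controls were DMSO vehicle for no effect and reference control for full effect; nearly all actives have a fitted effect of over 55% in size; some results filed as inactive show a strong effect at the top dose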
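Cultures pregrown in 2.5% raffinose medium are shifted to minimal medium containing 2% galactose to express toxic FUS. Compounds are tested at several concentrations. After 24hr at 30C, growth is quantified at 600 nm absorbance.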
EPAC1 agonist = activates human EPAC1 exchange factor | O95398 | EPAC1 agonist qHTS, biochemical assay; response scale: 100% = response to 6.5 mM cAMP | Potency, µM (titrated, usually from 154 µM), for the others: top-dose activation, actives largely listed as activators | 360,000 compounds, 0.073% hits; note: nearly all actives have a fitted effect of over 60% in size
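Fluorescent GDP-exchange assay: 100 nM EPAC1 with 250 nM Rap1B preloaded with BODIPY-GDP and 50 uM GDP; compounds tested as concentration series, 5 min at room temperature, then read every 5 min for 30 min (ex 480/em 540 nm); normalized to 6.5 mM cAMP.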
EPAC2 antag = EPAC2 (human) antagonism | Q8WZA2 | EPAC2 GEF exchange of Rap1B-BODIPY-GDP, fluorescence | Potency, µM (titrated, usually from 114 µM), inactives show at the highest dose activity, negative = inhibition, actives largely listed as inhibitors | 360,000 compounds, 0.18% hits; note: % is set by controls: 0 for no effect and ±100 for the full control effect; nearly all actives have a fitted effect of over 45% in size; many of its hits are not listed in these tables
TDP-43 yeast inh = inhibitors of TDP-43 toxicity in yeast | TDP-43 expressing yeast growth rescue, BacTiter-Glo, 24 h | Potency, µM (highest dose often 46.1 µM), for the others: at the top dose growth rescue (activation), most hits filed as activators | 410,000 compounds, 1.8% hits | AID 652104; note: % of control where 0% means no effect; nearly all actives have a fitted effect of over 50% in size
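In this qHTS, compounds that restore growth of yeast expressing TDP-43 appear as activators. Cells (OD600=0.02, galactose medium, raffinose-pregrown) are incubated with compound 24 hr at 30 deg C and growth is quantified by BacTiter-Glo.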
aSyn yeast inh = rescues yeast growth from alpha-synuclein toxicity; Yeast expressing alpha-synuclein, growth rescue, BacTiter-Glo, 24 h; Potency, µM (highest dose often 46.1 µM), for inactives: at the top dose growth rescue (activation), usual class: activators; 370,000 compounds, 0.14% hits; AID 652106; note: % of control where 0% means no effect; nearly all actives have a fitted effect of over 65% in size
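Rescue of yeast growth: cells expressing toxic alpha-synuclein, induced in galactose at OD600 0.02, incubated with compound 24 h at 30 C. ATP luminescence quantified growth; inhibitors of toxicity appear as activators.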
An asterisk follows results filed as active; i = inactive; ? = inconclusive; nt = no result given; & = joins results of further samples; [ ] = remark or other dose. Calls come from the whole dose curve; as a rule, active = well fitted curve in the direction sought with a large enough effect; inconclusive = small, poorly fitted or top-dose-only effect, or another doubt; inactive = no such curve, though single readings can be large; an effect the other way counts as inactive or inconclusive. Potency is the fitted concentration of half-maximal effect. A portion of the library; count on the stated rates, not on these rows.

SMILES	EPAC1 antag	EPAC2 ag	PTHR1 agonist	FUS yeast rescue	EPAC1 agonist	EPAC2 antag	TDP-43 yeast inh	aSyn yeast inh
O=C(O)CCCNS(=O)(=O)c1ccc2ccccc2c1	4%	5%	-4%[57.5 µM]	2%	-2%	16%	3%	7%
CN(C)S(=O)(=O)c1ccc(C(=O)N2CC(=O)Nc3ccc(F)cc3C2c2ccc(F)cc2)cc1 (centres undefined)	11%	8%	-26%	?	-6%	5%	1%	-6%
Cc1cc(C(=O)NC(Cc2ccccc2)C(=O)O)c(C)o1 (centres undefined)	7%	-4%	-37%[inhibitor]	-2%	8%	-1%	-2%	3%
COc1ccc(/C=C(\C#N)C(=O)N2COCC2(C)C)cc1	6%	5%	-10%	-14%	10%	0%	15%	15%
Cc1cc(C)nc(SC(C)C(=O)N/N=C/c2cccs2)n1 (centres undefined)	-7%	5%	-58%[inhibitor]	12%	2%	-10%	-15%	-7%
Clc1ccc2c(NCc3ccccc3)ccnc2c1	-25%	5%	-18%	3%	3%	0%	-1%	-2%
CC1=C(C(=O)N(C)C)CC(CC(=O)NCc2cccs2)C(=O)N1CCCN1CCCC1=O (centres undefined)	3%	2%	-26%	-4%	-1%	1%	0%	2%
O=C(O)CCCn1c(O)c(C=C2N=c3ccccc3=N2)sc1=S	7%	1%	-21%	-6%	13%	-13%	5%	-1%
Cc1ccc(N2CC(C(=O)Nc3nccs3)CC2=O)cc1 (centres undefined)	-7%	11%	-38%[inhibitor][57.5 µM]	31%	6%	-3%	-18%	-3%
OCCCNCc1ccc(Cl)cc1Cl	-10%	14%	i	1%	0%	8%	-11%	13%
CNC(=O)NC(=O)C(OC(=O)c1cccc(S(=O)(=O)N2CCCCC2)c1)c1ccccc1 (centres undefined)	-2%	10%	i	nt	9%	-16%	-7%	-2%
CC1CCC(NC(=O)CCn2ccc3cc(S(=O)(=O)N4CCCC4)ccc32)CC1 (centres undefined)	11%	10%	-11%	18%	3%	0%	14%	-3%
CSCCC(NC(=O)COc1ccccc1)C(=O)N1CCN(c2cccc(C(F)(F)F)c2)CC1 (centres undefined)	-7%	-9%	-20%	?	1%	?	-31%[inhibitor]	?
CCC(C(=O)NCCCN(CC)Cc1ccccc1)n1nc(C)c2sc3ccccc3c2c1=O (centres undefined)	-19%	7%	-7%	-2%	7%	6%	4%	3%
COc1ccc(S(=O)(=O)N2CCC(C(=O)NC3CC(C)(C)NC(C)(C)C3)CC2)cc1	-4%	2%	2%	-18%	-3%	-3%	5%	0%
Cc1onc(-c2ccccc2)c1C(=O)N1CCN(C/C=C/c2ccccc2)CC1	1%	10%	-31%[inhibitor]	2%	-2%	3%	15%	0%
O=C1C2C3C=CC(C3)C2C(=O)N1Cc1ccccc1 (centres undefined)	2%	-7%	i	-14%	-1%	9%	-16%	3%
CCOc1ccc(-n2c(SCC(=O)Nc3ccc(F)cc3)nc3c([nH]c4ccccc43)c2=O)cc1	nt	nt	-11%	-10%	nt	nt	17%	-12%
CNC(=O)COC(=O)/C=C/c1cccc(F)c1	-4%	5%	i	-37%	11%	-19%	19%	-1%
CC1CC2CCCC(O)=C2C(=O)O1 (centres undefined)	-10%	3%	0%	-26%	-12%	-6%	-5%	2%
O=C1CC(=C(c2ccccc2)c2ccccc2)C(=O)N1CCCN1CCN(c2cccc(Cl)c2)CC1	-5%	6%	i	?	0%	-1%	1%	-9%
CCOC(=O)c1ccc(NC(=O)c2cc(S(=O)(=O)N3CCOCC3)cn2C)cc1	?	-1%	-25%	-20%	-3%	8%	8%	-9%
OCc1nnn(-c2cccc(C(F)(F)F)c2)c1CO	-4%	-4%	i	-3%	-5%	5%	10%	-3%
COC(=O)c1ccc(COc2cc([N+](=O)[O-])cc3cccnc23)cc1	3%	2%	i	18%	-9%	7%	-8%	4%

Arranged by count of non-hydrogen atoms (highest first): 5 of the compounds above
SMILES	EPAC1 antag	EPAC2 ag	PTHR1 agonist	FUS yeast rescue	EPAC1 agonist	EPAC2 antag	TDP-43 yeast inh	aSyn yeast inh
CCOc1ccc(-n2c(SCC(=O)Nc3ccc(F)cc3)nc3c([nH]c4ccccc43)c2=O)cc1	nt	nt	-11%	-10%	nt	nt	17%	-12%
CCC(C(=O)NCCCN(CC)Cc1ccccc1)n1nc(C)c2sc3ccccc3c2c1=O (centres undefined)	-19%	7%	-7%	-2%	7%	6%	4%	3%
Cc1onc(-c2ccccc2)c1C(=O)N1CCN(C/C=C/c2ccccc2)CC1	1%	10%	-31%[inhibitor]	2%	-2%	3%	15%	0%
COc1ccc(/C=C(\C#N)C(=O)N2COCC2(C)C)cc1	6%	5%	-10%	-14%	10%	0%	15%	15%
O=C(O)CCCNS(=O)(=O)c1ccc2ccccc2c1	4%	5%	-4%[57.5 µM]	2%	-2%	16%	3%	7%

The list goes on.
SMILES	EPAC1 antag	EPAC2 ag	PTHR1 agonist	FUS yeast rescue	EPAC1 agonist	EPAC2 antag	TDP-43 yeast inh	aSyn yeast inh
COc1ccc(NC(=O)Cn2cc(C(=O)C3CC3)c3ccccc32)cc1	-2%	-2%	0%	8%&-11%	9%	-4%	2%&-13%	1%
C[C@H](NC(N)=O)C(=O)Nc1ccc2c(c1)OCO2	-4%	3%	i	5%	0%	3%	-13%	0%
Cc1cccc(N2CCN(C(=O)C(C)C)CC2)c1C	10%	-7%	-2%[57.5 µM]	-2%	-5%	11%	?	-4%
C=C(C)CSc1nnc(-c2ccc(OC)c(OC)c2)n1N	1%	10%	i	10%	-8%	-8%	11%	0%
c1ccc(SCCc2ccncc2)cc1	-5%	5%	-3%	-11%	7%	-1%	10%	0%
Cc1n[nH]c(=S)n1-c1ccccc1	?	12%	-20%	5%	10%	-4%	-4%	6%
COc1ccc(-n2nc(C(=O)NCC(=O)N3CCN(c4ccccc4F)CC3)c3ccccc3c2=O)cc1OC	-25%	5%	-5%	5%	-2%	-15%	?	9%
CSc1cc(CS(=O)(=O)c2ccccc2)nc(-c2ccccc2)n1	-18%	20%	i	1%	-3%	-7%	-9%	-8%
[O-]/C(=C(\C(=S)NCCN1CCOCC1)[n+]1ccccc1)c1ccc(Cl)s1	-1%	2%	i	27%	2%	-7%	-14%[1.82 µM]	6%
C/C(=N\NC(=O)c1cccs1)c1ccc2ccccc2c1	-6%	8%	?	14%	-1%	1%	-13%	-22%
CCN(CC)CCNC(=O)Cc1nn(Cc2ccccc2)c(=O)c2ccccc12	-12%	0%	i	10%	-11%	3%	14%	4%
C=CCn1c(C)nnc1SCC(=O)Nc1nccs1	3%	4%	i	0%	6%	-1%	-12%	-4%
Nc1c(-c2ccc(F)cc2)cnn1C1CCS(=O)(=O)C1 (centres undefined)	-11%	0%[15.6 µM]	i	-5%	-2%	-43%	-7%	7%
CSc1ncccc1C(=O)NNC(=O)c1csc(N2CCOCC2)n1	-2%	9%	-5%	-8%	-1%	-2%	-3%	-3%
COc1ccc(CCC(=O)N(c2nnc(-c3cccnc3)s2)C(C)C)cc1	19%	16%	-13%	21%	-1%	-28%	5%	14%
COc1ccc(OC)c(NC(=O)CC2(CC(=O)O)CCCC2)c1	-2%	5%	i	24%	1%	0%	14%	-5%
COc1ccc(C(=O)CN2C(=O)NC3(CCCCC3)C2=O)cc1OC	-12%	0%	i	-12%	0%	-5%	-10%	-1%
CCOC(=O)c1cnc2c(C)c(Cl)ccc2c1N1CCN(CC)CC1	-9%	4%	i	5%	3%	-3%	9%	2%
CCN1CCN(C(=S)NCCOC)CC1	-12%	11%	i	3%	2%	3%	29%	-1%
Cc1nnc(NC(=O)C2CCCO2)s1 (centres undefined)	7%	2%	-21%	32%	5%	10%	-5%	-6%
Cc1nn(-c2cccc(Cl)c2)nc1C(=O)Nc1cccc(C(=O)NC2CC2)c1	-14%	-6%	-31%[inhibitor]	21%	-5%	6%	19%	-2%
COc1ccccc1/C=C1\SC(=S)N(Nc2nc(C)cc(C)n2)C1=O	4%	-5%	i	39%	-7%	23%	-15%	-10%
CC(C)CN(C(=O)COC(=O)C1c2ccccc2Oc2ccccc21)C1CCS(=O)(=O)C1 (centres undefined)	-17%	0%	i	25%	4%	-3%	2%	0%
Cn1c(/C=N/c2nc3ccccc3[nH]2)nc2ccccc21	4%	11%	-8%[57.5 µM]	12%	3%	2%	-17%	16%
CCOC(=O)c1cccc(NC(=O)CCOc2ccccc2)c1	-11%	6%	-42%[inhibitor]	1%	-3%	-6%	0%	2%
OCCNc1ncnc2c1nnn2Cc1ccccc1	11%	9%	-20%	13%	8%	-3%	2%	-3%
CCCc1cc(=O)oc2c(C)c(OCC(=O)N3CCC[C@@H]3C(=O)O)ccc12	7%	1%	-20%	-6%	-20%	-10%	7%	1%
O=C1/C(=C/c2cccnc2)SC(=S)N1NS(=O)(=O)c1ccccc1	?	5%	-21%	18%	-8%	-27%	-20%	14%
Cc1ccsc1C(=O)OCC(=O)c1ccc[nH]1	-7%	16%	-1%	nt	10%	-2%	12%	-4%
CN(CCOc1ccc(F)cc1)Cc1ccccc1	-11%	1%	-20%	-14%	-3%	14%	9%	6%
CCS(=O)(=O)N1CCCC(C(=O)NCCCOC(C)C)C1 (centres undefined)	5%	6%	-17%[57.5 µM]	-6%	-11%	7%	2%	1%
COc1ccc(S(=O)(=O)NCc2cccnc2)cc1C(=O)N1CCCCC1	12%	-1%	i	2%	-3%	-3%	8%	-2%
CCN(CC)CCCNC(=O)c1nn(-c2ccccc2OC)c(=O)c2ccccc12	0%	-5%	i	13%	2%	-1%	-9%	0%
C[C@H](CO)N1C[C@H](C)[C@@H](CN(C)C(=O)NC2CCCCC2)Oc2ccc(NC(=O)Nc3ccccc3)cc2C1=O	6%	1%	-3%	35%	-16%	17%	-7%	0%
Cc1csc(NC(=O)c2ccc[nH]c2=O)n1	-22%	3%	-20%	-12%	10%	-3%	4%	-4%
N/C(=N\OC(=O)c1ccccc1)C(Cc1ccccc1)C(=O)NOC(=O)c1ccccc1 (centres undefined)	0%	13%	i	14%	13%	7%	-95%[inhibitor]	-74%[inhibitor]
COC(=O)C(NC=O)C(O)(Cc1ccccc1)C(F)(F)F (centres undefined)	-6%	1%	?	14%	-5%	-14%	-12%	-5%

Single records, as listed above. Order of screens: EPAC1 antag	EPAC2 ag	PTHR1 agonist	FUS yeast rescue	EPAC1 agonist	EPAC2 antag	TDP-43 yeast inh	aSyn yeast inh
Cc1ccsc1C(=O)OCC(=O)c1ccc[nH]1 across the screens: -7%	16%	-1%	nt	10%	-2%	12%	-4%
CCCc1cc(=O)oc2c(C)c(OCC(=O)N3CCC[C@@H]3C(=O)O)ccc12 across the screens: 7%	1%	-20%	-6%	-20%	-10%	7%	1%
